Compound activity: PubChem, NMMLSC
Bim-Bcl-W = disrupts Bim peptide binding to human Bcl-W; inhibition, % at 10 µM; 190,000 compounds, 0.02% hits; bead-based flow cytometry; Q92843;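 note: 0% = bound tracer without compound and 100% = peptide blocker; higher means less fluorescent Bim peptide bound to Bcl-W beads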
Target sequence (Q92843 whole entry, looked up): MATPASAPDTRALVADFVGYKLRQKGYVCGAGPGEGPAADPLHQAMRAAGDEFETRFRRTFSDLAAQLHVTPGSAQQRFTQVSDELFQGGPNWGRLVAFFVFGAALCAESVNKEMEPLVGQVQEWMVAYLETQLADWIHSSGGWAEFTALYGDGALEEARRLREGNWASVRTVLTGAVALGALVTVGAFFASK
RGS7-Gao = human RGS7-Galphao interaction regulation; AID 1439; P09471; Multiplexed bead flow cytometry, RGS7-Galphao binding; actives lie on both sides; 220,000 compounds, 0.35% hits; binding response (% of control), % at 10 µM; in the data active = binding response below about 49% or above about 150%; inconclusive = no clear call, values can overlap the other calls; inactive = in between;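 note: fluorescent Galphao held in activated GDP-AlF4 state binding bead-coupled RGS7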
Target sequence (P09471 whole entry, looked up): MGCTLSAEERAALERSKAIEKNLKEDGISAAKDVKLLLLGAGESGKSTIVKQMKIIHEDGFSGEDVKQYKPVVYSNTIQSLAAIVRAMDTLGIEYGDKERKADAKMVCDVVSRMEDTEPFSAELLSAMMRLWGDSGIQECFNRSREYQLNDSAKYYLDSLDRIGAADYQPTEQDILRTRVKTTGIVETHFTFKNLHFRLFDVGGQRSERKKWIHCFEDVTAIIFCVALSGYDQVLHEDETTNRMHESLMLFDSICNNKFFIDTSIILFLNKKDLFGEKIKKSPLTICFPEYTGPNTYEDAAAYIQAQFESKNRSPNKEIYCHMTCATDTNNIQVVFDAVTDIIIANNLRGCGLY
RGS4-Gao reg = modulates binding of RGS4 to human Galphao | Multiplexed bead flow cytometry; actives lie on both sides | 220,000 compounds, 0.33% hits | binding response (% of control), % at 10 µM; in the data active = binding response below about 49% or above about 150%; inactive = in between;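 note: fluorescent Galphao activated with aluminum fluoride binding bead-coupled RGS4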
ABCB1 block = inhibitors of human ABCB1 transporter, ABCG2 counter-screen; AID 1326; CCRF-Adr cells, JC-1 efflux, flow cytometry; P08183; 190,000 compounds, 0.067% hits; inhibition, % at 6.6 µM; in the data active = inhibition above about 40%;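 note: 0% = vehicle and 100% = reference inhibitor; higher value means more JC-1 retained so stronger ABCB1 efflux block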
Avidin fluor = compound fluoresces at 488/530 nm on avidin beads | 220,000 compounds, 0.38% hits | compound fluorescence 488/530 nm, flow cytometry; active compounds read high | fluorescence (KMESF) at 10 µM; in the data active = fluorescence above about 47; note: inactives centre near 10
ABCG2 inh = blocks JC-1 efflux by human ABCG2 transporter. Q9UNQ0. IgMXP3 cells, flow cytometry. inhibition, % at 6.6 µM. 190,000 compounds, 0.1% hits;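 active = inhibition above 80%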;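 note: 0% = DMSO and 100% = nicardipine control wells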
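Test system: IgMXP3 (ABCG2) plus far-red-tagged CCRF-Adr (ABCB1) cells / Amount: 3 million cells/mL in well / Reagent: JC-1 transporter substrate / Timing: 10 min compound exposure, 25 °C / Signal: flow cytometry, 530 nm JC-1 signal / Read-out: percent efflux inhibition, scaled nicardipine 100% to DMSO 0% / Benchmarks: nicardipine as high control, DMSO as low control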
Bim-Bfl-1 = disrupts Bim binding to human Bfl-1; Q16548; Bead-based flow cytometry, Bim-Bfl-1 binding inhibition; inhibition, % at 10 µM; 190,000 compounds, 0.12% hits; AID 1008;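 note: 0% = wells without compound plus tracer and 100% = blocker peptide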
GSH fluor = GSH bead compound fluorescence profile | GSH beads flow cytometry, compound fluorescence 488/530 nm; active compounds read high | fluorescence (KMESF) at 10 µM | 190,000 compounds, 0.25% hits | AID 1776; in the data active = fluorescence above about 89;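 note: glutathione beads carrying GST-tagged Bcl family fusion proteins plus one bare bead set; values are compound well signal with DMSO vehicle wells as background; inactives centre near 16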
Bcl-XL Bim block = disrupts Bim peptide binding to human Bcl-XL; inhibition, % at 10 µM; Q07817; 190,000 compounds, 0.04% hits; bead flow cytometry, fluorescence
Bcl-B Bim block = inhibitors of Bim-Bcl-B interaction, human; inhibition, % at 10 µM; AID 951; 190,000 compounds, 0.073% hits; bead-based flow cytometry, Bim peptide-Bcl-B binding;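 note: 0% = tracer peptide without compound and 100% = reference inhibitor peptide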
Target sequence (Q9HD36 whole entry, looked up): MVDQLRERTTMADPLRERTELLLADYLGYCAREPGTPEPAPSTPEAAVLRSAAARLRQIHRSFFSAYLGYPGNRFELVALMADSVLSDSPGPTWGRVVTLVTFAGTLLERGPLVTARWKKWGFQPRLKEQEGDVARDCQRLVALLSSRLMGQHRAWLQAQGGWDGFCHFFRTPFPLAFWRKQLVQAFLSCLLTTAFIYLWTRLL
Bcl-2 Bim block = inhibitors of Bim-Bcl-2 interaction, human; inhibition, % at 10 µM; Bead-based flow cytometry, Bim peptide-Bcl-2 binding; 190,000 compounds, 0.06% hits; in the data active = inhibition above about 40%; inconclusive = no clear call, values can overlap the other calls;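 note: 0% = no compound wells with probe peptide and 100% = reference peptide inhibitor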
Target sequence (P10415 whole entry, looked up): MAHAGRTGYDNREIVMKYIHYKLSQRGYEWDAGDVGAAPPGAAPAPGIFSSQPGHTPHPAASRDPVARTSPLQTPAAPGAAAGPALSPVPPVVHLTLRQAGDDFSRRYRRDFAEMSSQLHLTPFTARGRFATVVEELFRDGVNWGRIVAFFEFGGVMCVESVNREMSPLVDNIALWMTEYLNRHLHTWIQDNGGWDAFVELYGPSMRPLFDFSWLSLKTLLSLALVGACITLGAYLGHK
Active calls of the source: *; ? = inconclusive; nt = not tested or not shown. Cut-off read from the data, not from the text of the source, unless noted: active = inhibition above about 40%.

Under each structure – Bim-Bcl-W | RGS7-Gao | RGS4-Gao reg | ABCB1 block | Avidin fluor | ABCG2 inh | Bim-Bfl-1 | GSH fluor | Bcl-XL Bim block | Bcl-B Bim block | Bcl-2 Bim block
- CSc1ccccc1NC(=O)CSCc1ccc(C)cc1
    0 | 99 | 101 | 0.7 | 36 | 2 | 0 | 16 | -3 | -1 | 0
- CCOC(=O)Cn1c2ccccc2c2nc3ccccc3nc21
    -3 | 101 | 100 | 0.1 | 33 | 1 | -7 | 45 | -4 | -3 | -4
- CCOC(=O)CCC(=O)O[C@H]1[C@H](O[C@@H]2[C@@H](C)[C@H](O[C@H]3C[C@@](C)(OC)[C@@H](O)[C@H](C)O3)[C@@H](C)C(=O)O[C@H](CC)[C@@](C)(O)[C@H](O)[C@@H](C)C(=O)[C@H](C)C[C@@]2(C)O)O[C@H](C)C[C@@H]1N(C)C
    -1 | 99 | 98 | 0.1 | 9 | 0 | -2 | 22 | -3 | -4 | -3
- COc1ccc(CCNC(=O)c2ccc(-c3ccc([N+](=O)[O-])cc3)o2)cc1OC
    -5 | 96 | 98 | 1.1 | 10 | 18 | -2 | 11 | -4 | -10 | -5
- Cc1ccc(C)c(-n2nnnc2Sc2nnnn2-c2ccccc2)c1
    -5 | 98 | 99 | 0.9 | 23 | 3 | 0 | 11 | 0 | -5 | -1
- O=C(CCNC(=O)c1ccc(Cl)cc1)Nc1ccc(Cl)cc1F
    -4 | 96 | 98 | 0.2 | 12 | 8 | -11 | 14 | -5 | -5 | -4
- COc1ccccc1NC(=S)NCc1ccc(S(N)(=O)=O)cc1
    -8 | 96 | 100 | -0.1 | 12 | -2 | -13 | 20 | -17 | -14 | -1
- COC(=O)c1ccc(C(=O)N2CCCC(CNC(=O)c3ccccc3Cl)C2)cc1 (stereo not given)
    -3 | 103 | 101 | 0.5 | 13 | 1 | -4 | 13 | 0 | -10 | -3
- COc1cccc2sc(NNC(=O)C3COc4ccccc4O3)nc12 (stereo not given)
    -2 | 97 | 100 | -0.1 | 10 | 3 | -2 | 12 | -1 | -5 | -5
- O=C(CCCC(=O)OCC(Cl)=C(Cl)Cl)Nc1cccc2ccccc12
    -7 | 104 | 102 | 0.8 | 8 | 4 | -17 | 18 | -9 | -12 | -10
- C/C(N)=C(/C#N)C(=O)CSc1nncn1-c1ccccc1
    -3 | 104 | 103 | -2.4 | 11 | -2 | -5 | 16 | -4 | -3 | -4
- COc1ccc(CCNc2cc(N3CCN(C(=O)c4ccc(C)cc4)CC3)ccc2[N+](=O)[O-])cc1OC
    -3 | 95 | 95 | 37 | 2 | 22 | -2 | 10 | -5 | -8 | -5
- C(#CCN1CCCC1)CC(c1ccccc1)c1ccccc1
    0 | 102 | 101 | 0.4 | 11 | 1 | -4 | 25 | 2 | 0 | 0
- COc1cc(OC)cc(C(=O)NCCCN2CCN(CCCNC(=O)c3cc(OC)cc(OC)c3)CC2)c1
    2 | 107 | 104 | -0.2 | 10 | 2 | 1 | 7 | -2 | 0 | 5
- CCCN1CCC(NC(=S)Nc2ccc(C(=O)OCC)cc2)CC1
    -4 | 98 | 96 | 0.2 | 22 | 28 | -7 | 11 | -12 | -9 | -4
- CC(C)N(Cc1cc2ccccc2[nH]c1=O)C(=O)C1CCCCC1
    0 | 110 | 101 | 0.3 | 19 | 1 | -2 | 11 | -2 | -1 | 0
- COc1ccc(-c2nsc(SCC(=O)NCc3ccc4c(c3)OCO4)n2)cc1
    -5 | 101 | 101 | 0.2 | 12 | 11 | -6 | 12 | -6 | -10 | -6
- COc1cccc(-c2nn(C)c3sc(C(=O)N4CCN(c5ccccc5)CC4)cc23)c1
    -3 | 101 | 103 | 7.7 | 22 | 20 | -16 | 22 | -8 | -10 | -7
- COc1cc(OC)cc(-c2cc3nc(C)c(CCC(=O)Nc4nc(C)cs4)c(C)n3n2)c1
    -4 | 100 | 99 | 0.6 | 6 | 14 | -2 | 13 | -4 | -4 | -2
- O=C(O)c1cc2ncc(CCO)cn2n1
    -1 | ? | 99 | 1.3 | 12 | 8 | -5 | 12 | -3 | -7 | 0
- COc1ccc(NC(=O)COC(=O)c2ccc(OCc3ccc(Cl)cc3Cl)c(OC)c2)c(OC)c1
    -1 | 97 | 99 | 0.6 | 12 | 2 | -7 | 13 | -3 | -4 | -3
- CC(C)CC1=NC(C(F)(F)F)(C(F)(F)F)c2c(n(CC(C)C)c(=O)[nH]c2=O)N1
    -5 | 97 | 99 | 0.2 | 24 | 13 | -8 | 11 | -8 | -8 | -3
- Brc1ccc(CSc2nccn2-c2ccccc2)cc1
    4 | 98 | 101 | 1.0 | 8 | 3 | -12 | 68 | -6 | -7 | -7
- O=C(CCC(=O)c1cccs1)Nc1nnc(C2CC2)s1
    6 | 100 | 97 | 0.3 | 6 | 1 | -10 | 34 | 4 | -4 | -6
- CCC(=O)n1nc(-c2ccc(OC)cc2)nc1NCc1cccs1
    -1 | 94 | 86 | 0.5 | 6 | 3 | -4 | 17 | -1 | -4 | 0
- COC(=O)c1ccc(Oc2coc3cc(OCc4ccc([N+](=O)[O-])cc4)ccc3c2=O)cc1
    3 | 90 | 88 | -0.1 | 5 | 0 | -12 | 17 | 0 | -1 | -5
- Cc1c(NS(=O)(=O)c2ccc(Cl)c(C(=O)OCC(=O)NCc3ccco3)c2)c(=O)n(-c2ccccc2)n1C
    7 | 104 | 102 | 0.3 | 24 | 4 | 5 | 13 | 1 | 1 | 3
- Cc1ccc(C(=O)NNc2nc3ccccc3nc2C(F)(F)F)cc1
    3 | 105 | 101 | 0.8 | 36 | 3 | 11 | 15 | 2 | -21 | 0
- O=C(CSc1nnnn1-c1ccccc1F)Nc1nc2ccccc2s1
    1 | 102 | 100 | 0.2 | 15 | 2 | 0 | 23 | -1 | -3 | 0
- N#Cc1cn(CCOC(=O)c2cccc(C(F)(F)F)c2)c(=O)[nH]c1=O
    0 | ? | 102 | 0.0 | 9 | 0 | -4 | 15 | -1 | -2 | -2

Three entries from above, as a markdown table.
| smiles | Bim-Bcl-W | RGS7-Gao | RGS4-Gao reg | ABCB1 block | Avidin fluor | ABCG2 inh | Bim-Bfl-1 | GSH fluor | Bcl-XL Bim block | Bcl-B Bim block | Bcl-2 Bim block |
| --- | --- | --- | --- | --- | --- | --- | --- | --- | --- | --- | --- |
| CC(C)N(Cc1cc2ccccc2[nH]c1=O)C(=O)C1CCCCC1 | 0 | 110 | 101 | 0.3 | 19 | 1 | -2 | 11 | -2 | -1 | 0 |
| O=C(O)c1cc2ncc(CCO)cn2n1 | -1 | ? | 99 | 1.3 | 12 | 8 | -5 | 12 | -3 | -7 | 0 |
| Brc1ccc(CSc2nccn2-c2ccccc2)cc1 | 4 | 98 | 101 | 1.0 | 8 | 3 | -12 | 68 | -6 | -7 | -7 |

(next part)
Under each structure – Bim-Bcl-W | RGS7-Gao | RGS4-Gao reg | ABCB1 block | Avidin fluor | ABCG2 inh | Bim-Bfl-1 | GSH fluor | Bcl-XL Bim block | Bcl-B Bim block | Bcl-2 Bim block
- O=C(O)C1C2C=CC(C2)C1C(=O)NCc1ccc(Cl)c(Cl)c1 (stereo not given)
    -2 | 92 | 89 | -0.8 | 9 | 0 | 0 | 4 | -6 | -6 | 0
- CC(CCc1ccccc1)NC(=O)/C=C/c1ccc(F)cc1 (stereo not given)
    0 | 99 | 95 | 0.6 | 8 | 12 | 4 | 20 | -2 | 2 | 1
- O=C1COc2ccc(C(=O)COC(=O)c3sc4ccccc4c3Cl)cc2N1
    -1 | 101 | 100 | -0.6 | 4 | -3 | 0 | 6 | -4 | -3 | 1
- C=CCn1c(CSc2nc3ccccc3s2)n[nH]c1=S
    0 | 98 | 103 | -0.5 | 6 | -1 | 2 | 19 | -2 | -7 | -1
- O=c1c2ccccc2c(=O)n(Cc2ccccc2)n1Cc1ccccc1
    9 | 92 | 96 | 0.5 | 10 | 3 | 9 | 13 | 15 | 6 | 5
- CCN(C(=O)COC(=O)/C=C/c1c(C)nn(Cc2ccc(C)cc2)c1C)C1CCS(=O)(=O)C1 (stereo not given)
    -2 | 90 | 89 | 0.4 | 13 | 0 | -3 | 12 | -4 | -3 | -2
- O=C(Nc1ccc(Cl)c([N+](=O)[O-])c1)c1ccc(NCCCN2CCOCC2)c([N+](=O)[O-])c1
    -4 | 91 | 100 | 0.4 | 10 | 5 | -6 | 22 | -4 | -11 | -10
- Cc1ccccc1N=Nc1ccc(O)c2ncccc12
    2 | 87 | 93 | 0.3 | 11 | 5 | 3 | 22 | 3 | -2 | 2
- Cc1cc(OCC(=O)N[C@@H](Cc2ccccc2)c2nc3ccccc3[nH]2)ccc1Cl
    2 | 104 | 102 | 0.2 | 11 | 2 | -3 | 15 | 2 | 6 | -7
- O=[N+]([O-])c1ccc2c(c1)C(N1CCOCC1)/C(=C/COc1ccc(Cl)cc1Cl)O2 (stereo not given)
    -1 | 96 | 99 | 0.7 | 12 | 8 | -13 | 31 | -16 | -10 | -12
- COc1ccc(/C=C2\OC(=S)N(C)C2=O)cc1
    -5 | 105 | 104 | 1.3 | 23 | 7 | -4 | 13 | -7 | -12 | 0
- Cc1cc(C(F)(F)F)n2ncc(-c3cccc(Br)c3)c2n1
    0 | 107 | 103 | 0.1 | 14 | 15 | -3 | 10 | -3 | 0 | 0
- CCCCCC(=O)N1CCCC(c2nc(-c3ccc(OC)cc3)no2)C1 (stereo not given)
    0 | 98 | 76 | 1.2 | 8 | 24 | -16 | 36 | -8 | -8 | -8
- CCOc1cccc2sc(N(CCN(CC)CC)C(=O)c3cccc([N+](=O)[O-])c3)nc12
    -5 | ? | 100 | 7.0 | 13 | 6 | -8 | 16 | -6 | -10 | -9
- CCOC(=O)N1CCC(NC(=O)C2CCCN(S(=O)(=O)c3cccc4nsnc34)C2)CC1 (stereo not given)
    0 | 106 | 105 | 0.3 | 4 | 1 | 0 | 17 | -2 | -5 | 2
- COc1ccc(C(=O)/C=C/c2ccc(OC3CSC3)cc2)cc1
    1 | 104 | 104 | 0.7 | 12 | 7 | 11 | 7 | 1 | 2 | 6
- CC(=O)NC(CCS(C)(=O)=O)C(=O)Nc1ccc(F)cc1Cl (stereo not given)
    -2 | 97 | 102 | 0.9 | 14 | 4 | -14 | 33 | 0 | -9 | -12
- Cc1cc(=O)[nH]c(N=N/C(=N/Nc2ccccc2C)c2ccccc2)n1
    0 | 98 | 100 | nt | 4 | nt | -7 | 16 | -1 | -3 | 0
- Cc1nn(-c2ccccc2)c(Cl)c1/C=N/NS(=O)(=O)c1ccc(Br)cc1
    -1 | 102 | 101 | 0.3 | 6 | 1 | 0 | 10 | -4 | 0 | -1
- CC1(C)OC(C(N)=O)C(C(N)=O)O1 (stereo not given)
    -4 | 97 | 94 | -0.2 | 29 | -1 | -2 | 23 | -1 | -2 | 1
- O=C(O)c1c2c(nc3ccc(S(=O)(=O)N4CCC(C(=O)NC5CCCCCC5)CC4)cc13)CCCC2
    0 | 96 | 99 | 1.5 | 9 | 16 | -2 | 11 | -2 | -4 | 0
- COc1cc(/C=C2\SC(=S)N(CC(=O)NC(C)(C)C)C2=O)cc(OC)c1OC
    -1 | 101 | 97 | -1.8 | 12 | 5 | -4 | 16 | 1 | -21 | -3
- c1ccc(Cn2nnc3c(NCCN4CCOCC4)ncnc32)cc1
    -6 | 118 | 114 | -0.7 | 2 | 0 | -5 | 35 | 2 | -4 | -8
